# Compound activity deposited in PubChem by NCI.
# All columns: NCI-60 one-dose screen, growth in % after 48 h at 10 µM unless noted; 100 = growth as untreated, 0 = no growth, -100 = all killed.
# UACC-62: UACC-62 melanoma; 5.4% of 81,000 active; AID 1794756
# UACC-257: UACC-257 melanoma. 4.4% of 78,000 active
# SK-MEL-2: SK-MEL-2 melanoma | 4.7% of 77,000 active
# MALME-3M: MALME-3M melanoma; AID 1794766; 5.8% of 78,000 active
# T-47D: T-47D breast cancer. 5% of 79,000 active. AID 1794792
# BT-549: BT-549 breast cancer; 4.4% of 78,000 active
# HS 578T: HS 578T breast cancer | 4.1% of 78,000 active | AID 1794788
# SK-MEL-28: SK-MEL-28 melanoma; 4.1% of 81,000 active
# An asterisk follows results filed as active; . = no result given; & = joins results of further samples; ! = a repeat was not active; [ ] = dose if it differs, or a comment. The calls were made as follows: active = growth percent below 10; inactive = the rest.
SMILES,UACC-62,UACC-257,SK-MEL-2,MALME-3M,T-47D,BT-549,HS 578T,SK-MEL-28
NS(=O)(=O)c1ccc(Nc2nc(N/N=C/c3cn(-c4ccccc4)nc3-c3ccc(Cl)cc3)nc(Nc3ccccc3)n2)cc1,94,100,78,83,68,88,111,80
COc1ccc(NCc2cn(-c3ccc(C(=O)O)cc3)nc2-c2ccc(C(=O)O)cc2)c(OC)c1,98,98,105,92,107,100,96,107
O=C1NC(=S)S/C1=C\c1ccccc1C(=O)O,102,.,.,113,100,102,121,107
O=C(O)Cc1cccc2ccccc12,110,90,.,116,103,107,.,121
C=C1CC[C@@H]2[C@](C)(COC(C)=O)[C@H](OC(C)=O)CC[C@@]2(C)[C@@H]1CC(Nc1ccc(S(=O)(=O)Nc2cc(C)on2)cc1)C1=CCOC1=O (some centres undefined),20,69,63,57,64,27,89,38
O=C1Nc2ccccc2/C1=N/c1nc(-c2ccc(Cl)cc2)cs1,61,49,88,81,43,64,72,84
O=C1C=CC(=O)N1c1ccc(N=Nc2ccccc2)cc1,98,128,99,113,101,102,105,105
COc1ccc(C(=O)Cn2c(=O)cc(C#N)c3ccc4cccnc4c32)cc1,98,88,94,90,90,83,105,105
Clc1ccc(-c2ccc(CNCC3CCNCC3)o2)c(-c2ccccc2)c1,-91*,-75*,-76*,-85*,-75*,-5.6*,-50*,-90*
COc1ccc(C/C(C)=C(/c2ccc(OCCCN(C)C)cc2)c2ccc(OC(C)=O)cc2)cc1,51,74,101,79,56,89,64,2.2*
Nc1ncnc2scnc12,100,103,100,100,97,105,99,104
CCN(CC)CCn1c(=O)c2cc(OC)c(OC)cc2c2ccc3cc4c(cc3c21)OCO4,17,41,93,17,39,26,64,53
CC1(C)CC[C@]2(C(=O)O)CC[C@]3(C)C(=CC[C@@H]4[C@@]5(C)C/C(=C/c6cccnc6)C(=O)C(C)(C)[C@@H]5CC[C@]43C)[C@@H]2C1,93,81,90,102,.,90,98,112
Cc1cc2ncn(C(=O)Nc3ccccc3)c2cc1C,108,.,97,97,104,97,100,103
O=C1OC(Cc2ccccc2)C1c1ccccc1 (centres undefined),94,94,102,106,94,95,107,109
COC(=O)CC[C@@H]1O[C@@H](c2cccc(C(F)(F)F)c2)[C@@H](O)[C@H]1O,104,106,103,99,99,99,94,105
COc1cc(C(=O)N(C(C)C)C2CCCCC2)cc(OC)c1OC,97,94,99,99,107,143,102,105
CC(C)(SC(c1ccccc1)(c1ccccc1)c1ccccc1)C(N)C(=O)O (centres undefined),90,93,101,103,107,111,.,103
COC(=O)c1cc(C(C)=O)n2c1ccc1c3ccccc3ccc12,81,100,107,90,85,97,83,96
C/C(=N\NC(=O)CSc1nc(-c2cnccn2)cc(-c2cccs2)c1C#N)c1cnccn1,94,102,114,105,99,116,107,101
O=C1C=C(OCC=C(Br)Br)C(=O)c2ccccc21,105,73,72,96,39,108,104,109
O=[N+]([O-])c1ccc(-c2ccc(-c3nn4c(-c5ccccc5)nnc4s3)o2)cc1,82,103,102,113,67,103,89,100
O=C(O)c1cccc(O)c1O,98,92,101,102,85,99,105,120
O=C1NC2(CCCCC2)C(=O)N1CO,91,87,98,97,86,110,104,98
COc1ccc(Oc2nc(NC3CC3)nc(Oc3ccc(OC)cc3)n2)cc1,97,103,138,125,93,111,114,119
SMILES,UACC-62,UACC-257,SK-MEL-2,MALME-3M,T-47D,BT-549,HS 578T,SK-MEL-28
CC(=O)c1sc2c(c1C)c(=O)nc1c(-c3nc(-c4ccccc4)cs3)n[nH]n12,97,.,97,94,80,87,97,104
CCC(NC(=O)[C@H](CNC(=O)OCc1ccccc1)CC(C)C)C(=O)C(=O)NCc1cc(OC)cc(OC)c1 (some centres undefined),94,96,94,140,78,97,92,116
Fc1ccc(CSc2ncnc3c2ncn3C2CCCCO2)cc1 (centres undefined),85,104,114,103,85,104,124,125
COc1cc(NC(=O)C(C)Sc2nc3sc4c(c3c(=O)n2-c2ccc(Cl)cc2)CCCC4)cc(OC)c1OC (centres undefined),61,99,99,96,63,102,74,104
Nc1ccc2c(=O)[nH][nH]c(=O)c2c1,90,96,103,191,101,108,107,118
CN(C)CCS(=O)(=O)CCN(C)C,98,110,106,117,111,101,99,108
N#Cc1ccc(OCC(=O)Nc2c(N)[nH]c(=O)n(Cc3ccccc3)c2=O)cc1,99,101,105,97,96,107,105,111
O=C(O)c1ccc(Cn2cnc3c(=S)nc[nH]c32)cc1,105,105,91,.,117,104,106,104
O=C1CCc2ccc(OCc3cn(CCCn4cc(COc5ccc6c(c5)NC(=O)CC6)nn4)nn3)cc2N1,95,112,108,96,87,123,99,103
O=C(/C=C/c1cn(-c2ccccc2)nc1-c1ccccc1)OCc1cn(-c2ccccc2[N+](=O)[O-])nn1,76,86,91,100,82,91,91,97
Nc1[nH]c(=O)ncc1-c1ccc([N+](=O)[O-])cc1,104,89,.,100,101,98,105,96
Cc1c(C(=O)NN2CCCCC2)nn(-c2ccc(Cl)cc2Cl)c1-c1ccc(Cl)cc1,54,83,80,93,64,75,88,100
N#CCCC1(CCC#N)c2ccccc2C(=O)c2ccccc21,102,100,111,113,94,92,.,102
O=[N+]([O-])c1ccc2c(c1)C(c1c[nH]c3ccccc13)(c1c[nH]c3ccccc13)CCO2,58,70,68,97,24,71,67,80
CC(C)(C)c1cc(-n2c(-c3ccc(Cl)cc3)nc3cc(C(=O)N4CCOCC4)ccc32)n[nH]1,102,107,100,91,102,108,103,115
COC(=O)c1ccc2[nH]c(O)c(C(=Nc3ccc(N(C)C(=O)CN4CCN(C)CC4)cc3)c3ccc4c(c3)OCO4)c2c1,32,32,-37*,-5.2*,.,3.6*,11,21
O=C1OC(c2ccccc2)(c2cc(Br)c(O)c(Br)c2)c2ccccc21 (centres undefined),98,121,117,127,105,101,100,114
N#Cc1c(N2CCCCC2)nc2sc3cc(Cl)ccc3n2c1=N,79,117,77,103,81,122,86,119
O=Cc1cn(S(=O)(=O)c2ccc(Cl)cc2)c2ccccc12,81,96,102,92,84,101,89,97
CC(=O)c1cc2c(cc1C)C1=C(CCC(C)C1)C2(C)C (centres undefined),98,87,97,93,75,79,130,103
Cc1cc(=O)[nH]c2ccccc12,102,99,126,112,103,104,88,110
COc1ccc2[nH]c(O)c(N=NC(=O)Cn3c(-c4ccccc4)nc4cc(C)ccc43)c2c1,6.7*,22,88,-48*,30,-62*,26,-24*
COc1ccc(Oc2nc(Nc3ccc(N4CCOCC4)nc3)ncc2NC(N)=O)cc1,97,93,106,112,104,88,72,100
CCOC(=O)C1=C(c2ccccc2)N=C2SC3C(=NN(c4ccccc4)C3c3ccc(Br)cc3)N2C1c1ccc(Br)cc1 (centres undefined),78,102,94,104,83,98,96,101
O=C1CCc2ccccc2N1,98,106,101,88,109,107,103,104
SMILES,UACC-62,UACC-257,SK-MEL-2,MALME-3M,T-47D,BT-549,HS 578T,SK-MEL-28
COc1nc2ccc(C)cc2cc1-c1nc2c(cnn2-c2ccccc2)c(=O)[nH]1,60,86,61,126,82,90,91,82
CCCCCCCCCCCCCCCCCCNC(=S)N/N=C/c1c(O)ccc2ccccc12,97,98,101,88,101,102,100,106
CC(CCN1CCN(CCC(C)CC(C)(C)C)C1=O)CC(C)(C)C (centres undefined),80,96,.,103,71,.,102,109
O=C(O)CNC(=O)CN/C=c1\sc2ncnn2c1=O,100,101,93,93,88,96,103,103
CSc1nc2ccccc2cc1/C=C1/C=C(c2ccccc2)NC1=O,64,87,81,87,80,77,80,93
CCN1CCN(c2nc3ccccc3c3c(=O)c4ccccc4sc23)CC1,8.0*,74,98,52,54,69,53,31
CCN(CC)Cc1cc(Nc2ccnc3ccc(OC)cc23)ccc1O,88,-18*,27,75,-44*,55,77,105
NS(=O)(=O)c1ccc(NC2OCC(O)C(O)C2O)cc1 (centres undefined),103,.,99,108,88,125,101,107
CCCCC/C=C/C/C=C/CCCCCCCCNC(=O)Nc1ccccc1OC,75,110,101,108,.,109,109,103
O=C(Nc1ccc2c(c1)OC1(CCCC1)O2)c1cccc(-c2nn[nH]n2)c1,110,107,104,95,99,.,109,110
CCOC(=O)c1cn2c3c(cccc3c1=O)C(=O)/C(=C/c1ccccc1)C2,84,96,100,107,90,97,107,104
NC(=S)N/N=C/c1nccn1-c1ccccc1,102,97,134,92,118,105,.,100
O=C(Oc1ccc(CO[N+](=O)[O-])cc1)c1ccccc1,-76*,-78*,-72*,-70*,-37*,-97*,-25*,-72*
COc1cc2ncnc(Nc3ccc(S(=O)(=O)Nc4nccs4)cc3)c2cc1OCCCN1CCN(c2ccc([N+](=O)[O-])cc2)CC1,103,109,126,102,95,111,99,113
CCOc1ccc(NC(=O)SCC)cc1,100,94,105,.,104,79,110,117
CN(C)C(c1ccccc1)c1ccccc1,92&108,105&107,106&114,118&117,102&111,102&108,107&104,108&109
COc1cc(-c2nc(-c3ncccn3)nc(N)c2C#N)cc(OC)c1OC,91,106,107,98,92,110,104,107
CCN1[C@@H]2CC[C@H]1/C(=C\c1ccc(OC)c(OC)c1)C(=O)/C2=C/c1ccc(OC)c(OC)c1,37,50,63,79,40,52,64,76
N#C/C(=C\Nc1ccccn1)C(=O)c1ccccc1,94,84,118,96,.,99,100,109
COc1ccc(C2=C3C(=O)OCC3Cc3ncn(Cc4ccccc4)c32)cc1 (centres undefined),84,107,154,101,92,107,87,96
COc1ccc(-c2nc3c(nc(C)c4ccc(=O)[nH]c43)o2)cc1,75,98,114,104,73,99,90,107
COC1=CC(c2ccc[nH]2)=N/C1=C\c1[nH]c(C)c(C(=O)CCCCC(=O)Oc2ccc3c(c2)CCC2C3CC[C@]3(C)C(=O)CC[C@@H]23)c1C (some centres undefined),78,105,97,101,83,80,99,104
Cc1nn(-c2ccccc2)c2ncc3c(c12)C(=O)N(Cc1ccccc1)C3=O,75,94,113,72,43,76,23,92
CC1(C)[C@@H]2CC[C@]1(C)[C@H](O)C2,.,.,105,105,88,100,99,115
COc1ccc(/C=N/Nc2nc(-c3nnn(-c4ccc([N+](=O)[O-])cc4)c3C)cs2)cc1OC,83,100,93,120,66,70,104,92

# Shown field by field: part of the list above
CN(C)C(c1ccccc1)c1ccccc1
  UACC-62: 92&108 | UACC-257: 105&107 | SK-MEL-2: 106&114 | MALME-3M: 118&117 | T-47D: 102&111 | BT-549: 102&108 | HS 578T: 107&104 | SK-MEL-28: 108&109

COc1cc(-c2nc(-c3ncccn3)nc(N)c2C#N)cc(OC)c1OC
  UACC-62: 91 | UACC-257: 106 | SK-MEL-2: 107 | MALME-3M: 98 | T-47D: 92 | BT-549: 110 | HS 578T: 104 | SK-MEL-28: 107

# (continued)
SMILES,UACC-62,UACC-257,SK-MEL-2,MALME-3M,T-47D,BT-549,HS 578T,SK-MEL-28
CC(=O)c1ccc(Nc2nc(SC(C)C)nc(-c3ccccc3)c2C#N)cc1,78&82,96&108,111&117,8.4*!,59&81,91&118,28&91,31&104
CC(O)CN(CCN(CC(C)O)CC(C)O)CC(C)O (centres undefined),117&105,107&109,109,112&111,111,129&103,108&106,113&108
O=c1c2sc3ccccc3c2nc2ccccn12,90,110,105,110,95,109,101,111
O=c1[nH][nH]c(=O)c2ncccc12,101,99,102,102,98,96,101,104
C=CC(O)C(C)C(=O)O (centres undefined),111,100,.,96,98,114,93,112
O=S(=O)(Oc1c(Cl)cc(Cl)cc1Cl)c1ccccc1,.,107,107,93,.,.,103,104
CCOc1nc(-c2ccccc2)cc2c(O)c(C(=O)N/N=C/c3ccc(OC)cc3)[nH]c(=O)c12,104,130,99,.,81,123,97,114
O=S(=O)(Nc1ccc(Cl)nn1)c1ccc(N=C=S)cc1,94,88,100,97,97,87,96,101
COC(=O)[C@H](CC(C)C)NC(=O)c1cccc(-c2cc(=O)c3c(OC)c(OC)c(OC)cc3o2)c1,88,98,118,66,49,105,97,91
COc1cc2c(c(OC)c1O)C(=O)C(OC)C(c1ccc(O)c(O)c1)O2 (centres undefined),29,69,47,52,50,-15*,25,56
CCc1nc(C#N)c(N2CCC(c3nc(-c4ccccc4OC)no3)CC2)o1,96,107,109,104,86,100,99,105
CCN1C(=O)/C(=C2\SC(=Nc3ccccc3)N(Nc3ccccc3)C2=O)c2ccccc21,73,107,104,122,72,106,111,101
CCOc1ccccc1Nc1nc(N)nc(Cl)c1CC,93,93,109,115,81,98,113,110
N#CCCCN1C(=O)c2ccccc2C1=O,89,77,.,85,92,93,103,128
COc1ccc(Cl)cc1C(=O)NCCc1ccc(S(=O)(=O)NC(=O)NC2CCCCC2)cc1,92&84,106&106,113,96&126,88&86,107&109,110&95,118&132
CCCOS(=O)(=O)c1ccccc1,102,111,114,111,109,129,126,122
O=C(CCc1nnc2sc(C(c3ccccc3)c3ccccc3)nn12)c1nc2ccccc2[nH]1,59,93,70,97,65,86,.,106
CCOC(=O)c1c2ncccc2n2c(=O)n(C3CCCCC3)nnc12,99,106,116,145,86,108,97,124
NC(=O)[C@@H]1Cc2ccccc2CN1C(=O)c1ccc2c(c1)-c1ccccc1C2,71[50 µM],105[50 µM],96[50 µM],88[50 µM],59[50 µM],81[50 µM],92[50 µM],105[50 µM]
Cc1ccc2nc(COc3ccc(C(=O)N/N=C/c4ccc(N(C)C)cc4)cc3)[nH]c2c1,66,65,101,51,87,61,63,84

# Single records (already shown).
# Entry for COc1cc2c(c(OC)c1O)C(=O)C(OC)C(c1ccc(O)c(O)c1)O2 (centres undefined) : UACC-62 = 29; UACC-257 = 69; SK-MEL-2 = 47; MALME-3M = 52; T-47D = 50; BT-549 = -15*; HS 578T = 25; SK-MEL-28 = 56
# Entry for CCOc1nc(-c2ccccc2)cc2c(O)c(C(=O)N/N=C/c3ccc(OC)cc3)[nH]c(=O)c12 : UACC-62 = 104; UACC-257 = 130; SK-MEL-2 = 99; MALME-3M = .; T-47D = 81; BT-549 = 123; HS 578T = 97; SK-MEL-28 = 114
# Entry for O=S(=O)(Oc1c(Cl)cc(Cl)cc1Cl)c1ccccc1 : UACC-62 = .; UACC-257 = 107; SK-MEL-2 = 107; MALME-3M = 93; T-47D = .; BT-549 = .; HS 578T = 103; SK-MEL-28 = 104
